Source: PubChem (several laboratories)
GPR35 arrestin U2OS = GPR35 antagonists blocking zaprinast-driven arrestin recruitment, primary screen, imaging, U2OS, beta-arrestin-GFP, zaprinast agonist (AID 2058); inhibition, % at 10 µM, or IC50 in µM where a hit was titrated; 0.052% of 290,000 active; U2OS GPR35 beta-arrestin-GFP translocation imaging, zaprinast antagonism; higher % means a stronger effect;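 active = inhibition of at least 50% with at least 30 cells and total cytoplasm GFP at most 10,000,000; inconclusive = under 30 cells or total GFP of 10,000,000 plus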
West Nile virus CPE = West Nile virus antiviral activity, cell-based, CPE readout (AID 1621). West Nile virus-infected cells, CPE inhibition; higher % means a stronger effect. CPE inhibition, % at 10 µM; hits with a dose series show IC50 in µM. 0.02% of 290,000 active; in the data active = a potency from the dose series; inconclusive = CPE inhibition mostly from about 3.7% at the one dose, without a potency; inactive = the rest, 99 in 100 with CPE inhibition below about 2.2%; also: strong numbers were not always called active
T cell HTS = T cell immune modulators affecting CD8 T cell-vesicle binding; 2C CD8+ T cell-vesicle binding, flow cytometry; stronger effect = lower value; calls only at 7 µM; 0.068% of 330,000 active; AID 2052;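 active = response, share of CD8 T cells binding vesicles, and their 90th percentile fluorescence all below set limits, cut at about 80% in these data, passing the limit was not always enough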
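Also added: QL9-peptide-loaded Drosophila micro-vesicles bearing Ld, ICAM-1 and B7-1; Test system: purified 2C TCR transgenic mouse naive CD8+ T cells; Measured by: cytometric PE anti-B7-1 and Alexa647 anti-CD8 signals after 1% paraformaldehyde fixation; Timing: binding step 1.5 h, 37 °C, antibody labelling 20 min, ice.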
Salmonella PhoP GFP = inhibitors of PhoP regulon expression, primary screen, Salmonella Typhimurium, GFP reporter (AID 1863) | S. Typhimurium PhoP-regulated promoter GFP reporter, 4 h; higher % means a stronger effect | inhibition, % at 50 µM, or IC50 in µM where a hit was titrated | 0.16% of 300,000 active;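 active = inhibition over 29.93%, a cutoff 3 SD above the screen mean, later confirmed by dose response; inconclusive = inhibition over 29.93% but no dose response follow-up; inactive = inhibition at most 29.93% or unconfirmed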;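 also: 0% = low Mg2+ inducing control and 100% = high Mg2+ repressing control; strong numbers were not always called active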
GPR55 activation = GPR55 agonists via beta-arrestin recruitment, primary screen, imaging, U2OS cells, beta-arrestin-GFP redistribution (AID 1961); 0.048% of 290,000 active; U2OS GPR55 beta-arrestin-GFP redistribution imaging; higher % means a stronger effect; activation, % at 10 µM, or EC50 in µM where a hit was titrated;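 active = activation above 40% with more than 50 cells counted in the well; inconclusive = wells holding fewer than 50 cells, flagged as toxic or sparse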;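 also: U2OS osteosarcoma cells stably expressing GPR55 and beta-arrestin-GFP; plate controls were DMSO negative control for no effect and LPI positive control for full effect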
KOR beta-arrestin-1 = kappa opioid receptor activators – cell-based, luminescence, uHTS, primary screen (AID 1777); KOR beta-arrestin recruitment, luminescence; higher % means a stronger effect; activation, % at 10 µM, or EC50 in µM where a hit was titrated; 0.02% of 280,000 active; in the data active = activation above about 50%, passing the limit was not always enough; also: a part of the inactive calls stands beside numbers as strong as those of hits
NTR1 agonist = NTR1-driven beta-arrestin-GFP spot formation – imaging, U2OS cells, high content, primary screen (AID 493036); P30989; agonist mode; activation, % at 20 µM; 0.17% of 330,000 active;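 active = activation at or above 40% of the spot to cytoplasm intensity ratio, with at least 20 cells analyzed; inconclusive = wells under 20 cells, flagged as cytotoxic or low count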;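 also: 0% = DMSO without peptide and 100% = 100 nM NTR1 peptide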
Target sequence (P30989 whole entry, looked up): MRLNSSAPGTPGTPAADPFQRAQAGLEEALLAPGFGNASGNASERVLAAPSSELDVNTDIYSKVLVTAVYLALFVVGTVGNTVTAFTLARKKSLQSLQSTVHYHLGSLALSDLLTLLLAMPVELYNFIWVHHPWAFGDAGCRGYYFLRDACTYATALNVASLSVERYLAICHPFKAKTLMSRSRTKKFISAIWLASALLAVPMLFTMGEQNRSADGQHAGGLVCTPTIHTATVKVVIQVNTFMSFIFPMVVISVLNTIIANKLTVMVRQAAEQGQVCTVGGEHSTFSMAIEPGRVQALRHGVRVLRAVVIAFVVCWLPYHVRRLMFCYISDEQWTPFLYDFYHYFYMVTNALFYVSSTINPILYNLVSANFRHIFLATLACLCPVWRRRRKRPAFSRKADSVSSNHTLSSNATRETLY
GPR55 LPI antagonism = GPR55 antagonists blocking LPI-driven arrestin recruitment, primary screen, imaging, U2OS, beta-arrestin-GFP, LPI agonist (AID 2013); one-dose inhibition, % at 10 µM; IC50 in µM for titrated hits; 0.13% of 290,000 active; U2OS GPR55 beta-arrestin-GFP translocation imaging, LPI antagonism; higher % means a stronger effect;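 active = spots per cell inhibited over 60%, with over 100 cells counted and total cytoplasm intensity under 500,000; inconclusive = wells with under 100 cells, flagged as likely toxic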;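 also: U2OS cells stably carrying GPR55 and arrestin-GFP stimulated by 5 µM LPI near EC80; imaged beta-arrestin-GFP aggregate spots per cell after agonist stimulation; plate controls were LPI-stimulated DMSO wells for no effect and DMSO wells without LPI for full effect; some results filed as inactive read as strong as hits; confirmed hits need IC50 under 10 µM and bright autofluorescent wells are also inconclusive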
KOR beta-arrestin-2 = KOR antagonists, beta-arrestin recruitment, cell-based, luminescence, uHTS (AID 1778) | KOR beta-arrestin recruitment, luminescence, antagonist mode; higher % means a stronger effect | one-dose inhibition, % at 10 µM; IC50 in µM for titrated hits | 0.091% of 290,000 active; in the data active = inhibition above about 50%; also: strong numbers were not always called active
T cell HTS vesicle-bound % = further read-out of T cell HTS, marked with its call; double positive events, %; measured here: CD8+ vesicle-bound cell fraction;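 binding gate set so that unloaded-vesicle control wells show 10% double positive cells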
NTR1 agonist cell count 20 µM = recorded beside NTR1 agonist, whose call it bears; cell count; measured here: cell count, cytotoxicity flag
The depositor's hits bear a star; i = inactive; u = inconclusive; x = no result given; & = joins results of further samples; [ ] = remark or other dose.

SMILES	GPR35 arrestin U2OS	West Nile virus CPE	T cell HTS	T cell HTS vesicle-bound %	Salmonella PhoP GFP	GPR55 activation	KOR beta-arrestin-1	NTR1 agonist	NTR1 agonist cell count 20 µM	GPR55 LPI antagonism	KOR beta-arrestin-2
C#CCNC(=O)C1=C[C@H](c2ccccc2)C[C@H](OCCCCO)O1	-8.7%	0.0%	i	28.2	-9.3%	-0.2%	-1.0%	-1.0	60	-12.2%	-16.3%
Fc1ccc(-c2[nH]ncc2CN2CCN(c3ccc(F)cc3)CC2)cc1	7.5%	-0.3%	i	44.2	-0.1%	0.2%	-2.9%	4.8	44	7.5%	26.2%
COc1ccc(NC(=S)N2CCN(C/C=C/c3ccccc3)CC2)c(OC)c1	3.4%	-1.3%	i	59.9	-4.0%	-0.8%	1.4%	1.0	74	2.2%	-5.0%
Cc1ccc2c(COC(=O)c3ccccc3Br)cc(=O)oc2c1	-15.0%	0.1%	i	24.1	2.3%	-0.1%	-4.7%	5.2	50	-8.4%	-1.6%
CC(=O)Nc1ccc(N(C)C)cc1[N+](=O)[O-]	-10.5%	-0.3%	i	43.2	10.8%	0.3%	3.1%	-0.7	90	-1.0%	-26.5%
Cc1ccc(SCC(=O)Nc2nnc(C(C)(C)C)s2)cc1	0.8%	0.2%	i	50.1	4.8%	0.9%	-6.0%	0.1	56	-15.0%	5.1%[20 µM]
CCOC(=O)c1[nH]c(C)c(/C(O)=C2\C(=O)C(=O)N(CCN3CCOCC3)C2c2cccs2)c1C (stereo unspecified)	11.6%	u	i	60.0	-0.7%	0.2%	2.6%	0.0	95	-7.0%	-36.9%
Cc1oc(-c2ccc(Cl)cc2)nc1CN1CCCC(C(=O)NCc2cccnc2)C1 (stereo unspecified)	2.6%	-1.7%	i	29.5	-1.9%	-0.2%	-3.8%	3.4	78	-5.0%	-30.9%
Fc1ccccc1CSc1ccc(-c2ccco2)nn1	19.0%	-0.1%	i	6.1	-2.6%	0.5%	-0.7%	0.4	37	-1.5%	-24.6%
S=c1nccc(-c2cccs2)[nH]1	6.6%	0.0%	i	31.5	-9.9%	-0.3%	0.7%	0.7	68	16.0%	-7.1%
CCn1cc(CNC(=O)C2CCC(=O)N(Cc3ccc(Cl)cc3)C2)cn1 (stereo unspecified)	-9.7%	0.2%	i	8.2	2.6%	-0.1%	18.3%	0.3	55	6.2%	-20.8%
CCNC(=O)N1CCCC(C(=O)c2ccc(-c3ccccc3)cc2)C1 (stereo unspecified)	-3.2%	-2.1%	i	31.2	12.0%	-0.1%	7.5%	0.0	50	-6.7%	-34.7%[20 µM]
N/C(=N\OC(=O)c1ccc(Br)cc1)c1ccncc1	-9.1%	-0.1%	i	42.0	-4.6%	0.2%	-4.2%	1.5	85	8.3%	11.9%
Cc1cc(C)cc(C(=O)N(CCc2ccccc2)C2=CC3CCC(C2)N3C)c1 (stereo unspecified)	-14.1%	-0.7%	i	54.1	-6.8%	0.6%	16.1%	-0.4	86	-3.0%	3.6%
CCSC1=N/C(=C/c2ccsc2)C(=O)N1c1ccccc1	-10.9%	-1.4%	i	42.4	8.5%	0.5%	-1.6%	10.1	37	-1.2%	14.1%
Cc1cc(C(=O)NCCN2CCCCC2C)n(-c2ccccc2)n1 (stereo unspecified)	-20.1%	-0.1%	i	41.5	4.0%	0.7%	-1.4%	-1.8	66	9.3%	11.3%
CC(C)[C@H](NC(=O)c1ccco1)C(=O)OCC(=O)Nc1ccc(Cl)c(S(=O)(=O)N(C)C)c1	-5.5%	x	i	27.4	x	2.9%	-0.6%	5.9	58	-4.4%	-4.6%
COc1ccc(OCCC(=O)OCC(=O)NC(=O)NC2CCCCC2)cc1	0.7%	-0.5%	i	59.1	-1.0%	-0.2%	4.8%	2.5	73	26.9%	-3.4%
Cc1ccccc1OCC1CN(CN2CCOCC2)C(=O)O1 (stereo unspecified)	-7.0%	1.5%	i	16.6	-15.5%	-0.1%	12.9%	-6.3	86	-1.1%	14.8%
Clc1ccc(NNc2ccnc3cc(Cl)ccc23)cc1	7.8%	-0.5%	i	19.4	4.8%	-0.1%	-4.9%	2.2	75	19.6%	0.3%
CCC(C(=O)NC1CCCC1)N(C(=O)c1snc(C(N)=O)c1N)c1ccc(OC)c(OC)c1 (stereo unspecified)	-0.2%	-0.2%	i	21.4	2.4%	0.3%	1.9%	-0.3	53	-9.1%	-26.8%
COC(=O)c1ccccc1S(=O)(=O)N(Cc1cc2cc3c(cc2[nH]c1=O)OCO3)C1CCCCC1	0.8%	x	i	48.9	-3.0%	0.3%	13.2%	7.8	47	17.4%	-4.0%
COc1ccc(NC(=O)CSc2nccc(C)n2)cc1	-8.2%	0.0%	i	34.4	9.1%	-0.1%	-3.5%	3.2	56	3.3%	26.3%
Cc1ccc(-n2ncc3c2CC(C)(C)CC3NC(=O)CCN2CCCCC2=O)cc1 (stereo unspecified)	-24.9%	-1.1%	i	69.1	-6.1%	-0.1%	3.7%	0.7	83	5.1%	-2.0%
Cc1ccc(NC(=S)NCC2CCN(C(C)c3ccccc3)C2)cc1C (stereo unspecified)	-11.5%	-1.4%	i	32.9	-5.9%	0.5%	1.3%	0.3	54	8.8%	24.0%
CCCOc1ccc(C2NC(=S)NC(C)=C2C(=O)c2ccccc2)cc1OC (stereo unspecified)	-0.5%	1.1%	i	59.7	-8.9%	-0.1%	-4.2%	-1.7	73	-2.6%	15.2%
O=C(O)Cc1ccc(NC(=O)c2ccc(NC(=O)C3CC3)cc2)cc1	6.4%	-0.1%	i	65.8	-1.7%	-0.1%	5.1%	1.3	65	-13.1%	-11.5%
Cc1ccc2nc(/C(C#N)=C\c3ccc(N4CCCCC4)c([N+](=O)[O-])c3)[nH]c2c1	0.8%	-1.0%	i	32.8	-3.0%	-0.2%	-0.3%	4.4	52	4.7%	20.6%
Cc1ccc2nc(-c3ccncc3)c(NC3CCCC3)n2c1	3.0%	-0.3%	i	23.4	1.3%	0.2%	3.1%	-0.7	42	-8.2%	-14.7%
Cc1ccc(NC(=O)N2CCCN(C(=O)OC(C)(C)C)CC2)cc1Cl	8.4%	-0.3%	i	20.3	0.0%	-0.1%	2.3%	0.3	53	-3.0%	5.9%
COc1cc(OC)c(NC(=O)c2ccoc2C)cc1Cl	-9.0%	-0.1%	i	14.4	-9.0%	0.0%	0.7%	1.8	85	3.2%	5.9%
COc1ccc(C2C(C#N)=C(N)Oc3cc(C)n(CCN4CCOCC4)c(=O)c32)cc1OC (stereo unspecified)	15.7%	0.4%	i	48.9	0.6%	-0.1%	1.1%	0.0	48	6.4%	-11.0%
Nc1cccc(Oc2ccc([N+](=O)[O-])cc2)c1	1.8%	-1.0%	i	25.8	-2.8%	0.4%	-2.8%	-0.1	47	-1.4%	13.7%
COc1cccc(NC(=O)c2cnn(-c3ccccc3)c2C)c1	7.2%	0.8%	i	50.1	-1.1%	1.3%	1.7%	0.5	47	9.8%	-10.1%
CCSc1nc2ccccc2n1CCOc1ccccc1	0.0%	-0.2%	i	49.6	3.6%	0.9%	-3.9%	-0.7	48	18.5%	-41.3%
CCOc1ccc(C)cc1S(=O)(=O)NC1CCCCC1	-11.8%	-1.1%	i	13.7	2.0%	-0.1%	-2.7%	-0.5	90	3.0%	33.6%
O=C1[C@H](CC[C@H](O)c2ccc(F)cc2)[C@@H](c2ccc(O)cc2)N1c1ccc(F)cc1	-2.9%	-0.1%	i	24.5	3.8%&-0.1%	-0.5%	3.3%	10.3	58	12.6%	3.0%

Sorted by molar mass (low to high): seven of the compounds above
SMILES	GPR35 arrestin U2OS	West Nile virus CPE	T cell HTS	T cell HTS vesicle-bound %	Salmonella PhoP GFP	GPR55 activation	KOR beta-arrestin-1	NTR1 agonist	NTR1 agonist cell count 20 µM	GPR55 LPI antagonism	KOR beta-arrestin-2
Nc1cccc(Oc2ccc([N+](=O)[O-])cc2)c1	1.8%	-1.0%	i	25.8	-2.8%	0.4%	-2.8%	-0.1	47	-1.4%	13.7%
Clc1ccc(NNc2ccnc3cc(Cl)ccc23)cc1	7.8%	-0.5%	i	19.4	4.8%	-0.1%	-4.9%	2.2	75	19.6%	0.3%
C#CCNC(=O)C1=C[C@H](c2ccccc2)C[C@H](OCCCCO)O1	-8.7%	0.0%	i	28.2	-9.3%	-0.2%	-1.0%	-1.0	60	-12.2%	-16.3%
Fc1ccc(-c2[nH]ncc2CN2CCN(c3ccc(F)cc3)CC2)cc1	7.5%	-0.3%	i	44.2	-0.1%	0.2%	-2.9%	4.8	44	7.5%	26.2%
CCn1cc(CNC(=O)C2CCC(=O)N(Cc3ccc(Cl)cc3)C2)cn1 (stereo unspecified)	-9.7%	0.2%	i	8.2	2.6%	-0.1%	18.3%	0.3	55	6.2%	-20.8%
Cc1ccc(-n2ncc3c2CC(C)(C)CC3NC(=O)CCN2CCCCC2=O)cc1 (stereo unspecified)	-24.9%	-1.1%	i	69.1	-6.1%	-0.1%	3.7%	0.7	83	5.1%	-2.0%
COc1ccc(C2C(C#N)=C(N)Oc3cc(C)n(CCN4CCOCC4)c(=O)c32)cc1OC (stereo unspecified)	15.7%	0.4%	i	48.9	0.6%	-0.1%	1.1%	0.0	48	6.4%	-11.0%
